CIT2 TOR yeast: modulators of CIT2-GFP expression in yeast, primary screen, S. cerevisiae, GFP fusion, multiplex flow cytometry, MLPCN library | S. cerevisiae CIT2-GFP strain, 3 h; 100 means same as DMSO wells | AID 2029, 2009 | GFP response vs DMSO, % at 10 µM | 320,000 compounds, 0.065% hits;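 active = GFP response relative to DMSO above a set limit, near the screen mean plus 3 SD, cut at about 150% in these data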;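 note: ratio of well median GFP fluorescence to mean of DMSO wells on the plate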
LAP4-GFP MLPCN: modulators of LAP4-GFP expression in yeast, primary screen, S. cerevisiae, multiplex flow cytometry, MLPCN library | AID 2023, 2009 | GFP response vs DMSO, % at 10 µM | 3 h; median GFP as percent of DMSO wells | 320,000 compounds, 0.34% hits;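 active = GFP response vs DMSO above a set limit, about the screen mean plus 3 SD, cut at about 150% in these data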
GRK2 aptamer HTS: compounds blocking aptamer binding on GRK2 – biochemical, human GRK2, bead flow cytometry, HTS, primary screen; 330,000 compounds, 0.59% hits; Beta-adrenergic receptor kinase 1 (Homo sapiens), P25098; inhibition of aptamer binding, % at 10 µM; FAM-aptamer displacement from GRK2;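 active = inhibition of aptamer binding above 40%, roughly 3 SD of noise, on plates passing a quality check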;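 note: median bead fluorescence of bound FAM aptamer so fluorescent compounds give negative values; no value below 0 was filed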
Target sequence (P25098 whole entry, looked up): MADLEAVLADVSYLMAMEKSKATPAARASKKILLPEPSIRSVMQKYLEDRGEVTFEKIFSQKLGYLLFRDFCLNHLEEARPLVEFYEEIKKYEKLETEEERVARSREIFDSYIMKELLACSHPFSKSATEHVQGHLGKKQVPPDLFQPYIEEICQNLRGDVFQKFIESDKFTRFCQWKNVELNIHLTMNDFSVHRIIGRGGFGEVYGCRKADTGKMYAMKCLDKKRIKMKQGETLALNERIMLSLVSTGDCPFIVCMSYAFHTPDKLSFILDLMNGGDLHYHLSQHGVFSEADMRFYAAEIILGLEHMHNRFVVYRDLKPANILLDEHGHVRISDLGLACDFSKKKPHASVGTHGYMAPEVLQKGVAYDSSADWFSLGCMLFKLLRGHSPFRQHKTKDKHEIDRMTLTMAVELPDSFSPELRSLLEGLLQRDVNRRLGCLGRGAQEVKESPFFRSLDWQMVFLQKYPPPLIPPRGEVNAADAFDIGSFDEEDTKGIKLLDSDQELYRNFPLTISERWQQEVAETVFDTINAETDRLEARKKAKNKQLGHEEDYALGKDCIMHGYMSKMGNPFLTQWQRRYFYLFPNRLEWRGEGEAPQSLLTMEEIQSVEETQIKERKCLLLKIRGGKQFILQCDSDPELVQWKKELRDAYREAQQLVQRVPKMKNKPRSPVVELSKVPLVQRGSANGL
MEP2-GFP yeast: modulators of MEP2-GFP levels in yeast, primary screen, S. cerevisiae, multiplex flow cytometry, MLPCN library; S. cerevisiae MEP2-GFP strain, 3 h; 100% = DMSO control level; GFP response vs DMSO, % at 10 µM; 330,000 compounds, 0.51% hits; AID 2016, 2009;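 active = GFP response versus DMSO above a set limit, roughly screen mean plus 3 SD, cut at about 180% in these data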;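 note: median GFP fluorescence of the barcode-gated MEP2-GFP cells per well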
JMJD2C inh: inhibitors of GASC-1 histone demethylase, primary screen, biochemical, fluorescence, DELFIA europium | Lysine-specific demethylase 4C (Homo sapiens), Q9H3R0 | inhibition, % at 2.35 µM | GST-JMJD2C(1-420) H3K9me3 demethylation | 330,000 compounds, 0.069% hits;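 active = more than half of a compound's replicate wells show inhibition beyond 50%, single wells judged on their own value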;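 note: signal counts dimethyl H3K9 product captured on neutravidin plate; 0% = median of DMSO wells and 100% = 0.3 times that DMSO median; strong numbers were not always called active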
Target sequence (Q9H3R0 1-420 limits assumed): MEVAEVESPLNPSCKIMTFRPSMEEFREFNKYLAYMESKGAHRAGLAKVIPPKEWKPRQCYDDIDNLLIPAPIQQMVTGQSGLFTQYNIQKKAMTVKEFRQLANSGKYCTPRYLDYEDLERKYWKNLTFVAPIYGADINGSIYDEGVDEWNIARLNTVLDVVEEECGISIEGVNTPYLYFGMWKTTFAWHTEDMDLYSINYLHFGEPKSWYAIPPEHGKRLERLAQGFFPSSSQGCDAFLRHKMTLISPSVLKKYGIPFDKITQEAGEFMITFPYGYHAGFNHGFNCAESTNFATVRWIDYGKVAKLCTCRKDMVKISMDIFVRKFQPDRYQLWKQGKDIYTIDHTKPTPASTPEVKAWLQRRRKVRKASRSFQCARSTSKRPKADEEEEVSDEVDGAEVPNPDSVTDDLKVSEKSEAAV
VLA-4 inh: inhibition in human VLA-4 binding assay, primary screen, VLA-4 allosteric modulator project, MLPCN library, flow cytometry, VLA-4 expressing cells; Integrin alpha-4 (Homo sapiens), P13612; ligand binding flow cytometry; inhibition, % (about 7 µM as worked out from the volumes in the protocol); 330,000 compounds, 0.2% hits; AID 2557, 2010; in the data active = inhibition above about 50%
AGP1 TOR yeast: modulators of AGP1-GFP expression in yeast TOR pathway, primary screen, cell-based, multiplex flow cytometry, S. cerevisiae, MLPCN library | 3 h; GFP as percent of DMSO wells | AID 2066, 2009 | 320,000 compounds, 0.02% hits | GFP response vs DMSO, % at 10 µM;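 active = GFP response relative to DMSO above a set limit, near screen average plus 3 SD, cut at about 150% in these data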;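 note: median GFP channel fluorescence of the gated AGP1 strain per well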
RPL19A TOR yeast: RPL19A-GFP expression modulators in yeast, primary screen, cell-based, S. cerevisiae, multiplex flow cytometry, MLPCN. S. cerevisiae RPL19A-GFP strain, 3 h; active compounds read low. percent response vs DMSO, % at 10 µM. 330,000 compounds, 0.3% hits. AID 2025, 2009;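 active = percent response vs DMSO below 50%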;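 note: median channel GFP fluorescence of the barcoded RPL19A-GFP strain; ratio of sample median GFP to plate DMSO average so 100% = DMSO; lower means less RPL19A-GFP as with rapamycin TOR inhibition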
An asterisk follows results filed as active; i = inactive; nt = not tested or not shown; & = joins results of further samples.

canonical_smiles,CIT2 TOR yeast,LAP4-GFP MLPCN,GRK2 aptamer HTS,MEP2-GFP yeast,JMJD2C inh,VLA-4 inh,AGP1 TOR yeast,RPL19A TOR yeast
CC(C)c1ccc(-c2nn(-c3ccccc3)cc2C(=O)NCC2CCCO2)cc1 (stereo not drawn),105,112,2,103,43,2,103,105
O=c1c(=O)n2c(nn1Cc1ccc(F)cc1)sc1ccccc12,97,103,0,94,-3,8,101,92
CC(OC(=O)c1nsc(Cl)c1Cl)C(=O)NCc1ccco1 (stereo not drawn),101,96,29,104,1,-4,103,100
COC(=O)c1cc2c(s1)-c1ccc(OC)cc1CC2,85,105,0,91,1,11,100,94
Cc1ccc(Oc2nnc(-c3cccs3)c3ccccc23)cc1C,101,85,0,99,16,35,100,104
O=C(Nc1ccccc1)/C(=C\c1ccc(F)cc1)NC(=O)c1ccco1,102,97,2,100,1,15,104,103
CN(C(=S)Nc1ccc(SC(F)F)cc1)C(c1ccccc1)c1ccccc1,93,94,0,102,-16,11,93,98
COc1cccc(-c2nn(C)c3sc(C(=O)N4CCOCC4)cc23)c1,94,98,2,105,5,-3,98,98
Cc1cc2c(cc1S(=O)(=O)CCC(=O)NC1CCCCC1C)OCC(=O)N2 (stereo not drawn),96,98,0,104,1,-10,96,101
O=C(CCc1c[nH]c2ccccc12)NC1CC1,80,94,0,102,3,-2,94,96
CC(C)OC(=O)CSc1nc(-c2ccc(F)cc2)nc2ccc(F)cc12,94,104,5,109,1,14,104,100
COc1ccc(C(=O)N/N=C(\C)CC(=O)N2CCN(C=O)CC2)cc1,98,111,0,103,0,17,103,107
CS(=O)c1ccc(-n2c(=O)n(Cc3ccccc3)c(=O)c3[nH]cnc32)cc1 (stereo not drawn),98,113,0,108,-4,-1,101,101
Cc1ccc(CN2CCC(CNC(=O)C3CCCN(c4ncnc5c4nc4n5CCCCC4)C3)CC2)cc1 (stereo not drawn),95,90,0,89,-3,-11,93,89
CC1CCN(c2nc(-c3ccccc3)c(C#N)c(=O)[nH]2)CC1,104,106,3,104,2,8,111,104
Cc1nnc2c3ccccc3c(-c3ccccc3)nn12,103,103,0,99,1,-8,87,97
CCNc1nc(NCC)n2c(SCC(=O)Nc3cc(OC)ccc3OC)nnc2n1,97,100,0,104,-9,-3,103,100
Cc1ccc(CNC(=O)COC(=O)c2ccc(Br)o2)cc1,96,108,5,99,1,9,93,98
C[C@H](C(=O)O)c1cccc(C(=O)c2ccccc2)c1,91,116,0,103,8,-2,97,107
COc1ccc(S(=O)(=O)NCc2ccccn2)c(Cl)c1Cl,102,104,1,106,-2,7,104,99
C=CCn1c(-c2ccccc2)n[nH]c1=S,90,101,0,97,-3,2,99,101
COc1cccc(-c2cc(C(F)(F)F)nc(N3CCC(C)CC3)n2)c1,109,104,0,110,6,9,109,102
CS(=O)(=O)N(CC(=O)NCCSCc1cccc(Cl)c1)c1ccccc1F,96,87,0,99,-4,3,92,101
O=Cc1c(NCc2ccccc2)c2ccccc2[nH]c1=O,99,89,4,100,-15,20,94,97
O=C(COc1ccc([N+](=O)[O-])cc1Cl)NCCc1ccccc1,97,98,0,100,-11,23,100,103
CCc1cccc(NS(=O)(=O)c2ccc3c(c2)NC(=O)CC(=O)N3)c1,94,95,4,105,0,4,97,97
Cc1c(Cl)cccc1NC(=S)N(Cc1cccnc1)Cc1ccccc1Cl,92,96,1,95,11,-6,99,101
CN(C)/C=C/C(=O)c1ccc(S(=O)c2ccccc2)cc1 (stereo not drawn),86,100,4,100,-12,2,93,96
CCCOc1ccc(C2C(C(=O)c3cc4ccccc4o3)=C(O)C(=O)N2c2cc(C)on2)cc1 (stereo not drawn),103,98,7,105,6,-1,101,105
COc1ccc(NC(=O)c2oc3ccccc3c2NC(=O)C2CC2)c(OC)c1,101,109,0,108,11,2,103,100
S=C(Nc1ccccc1)N1CCC(Cc2ccccc2)CC1,108,96,2,110,5,4,97,102
Cc1nc2ccccc2c(=O)n1/N=C/c1ccc(O)c(O)c1O,102,90,6,97,-36,13,101,102
O=c1[nH]cccc1-c1nc2ccccc2n1Cc1ccccc1F,111,95,1,106,-8,-11,102,107
CC(=O)/C(C#N)=C1\NC(=O)C(Cc2ccccc2C)S1 (stereo not drawn),112,110,0,97,4,6,116,109
Cc1ccc(-c2nnc(N3CCN(C(=O)c4ccco4)CC3)c3ccccc23)cc1,101,102,0,100,i,0,96,97
COC(=O)c1ccc(C)c(NC(=O)CSc2nc3[nH]c(=O)cc(O)c3s2)c1,91,103,0,95,9,-6,97,96
CCN(CC(=O)NCc1cccs1)S(=O)(=O)c1ccccc1Cl,87,99,0,100,-2,1,98,98
COCCn1nnnc1C1(N(Cc2cc3cc(C)ccc3[nH]c2=O)CC2CCCO2)CCN(C)CC1 (stereo not drawn),99,100,1,105,nt,6,101,101
CCOC(=O)c1[nH]c(C)c(C(=O)c2cc(F)ccc2F)c1C,100,109,2,108,4,11,109,105
Cc1ccc(CNC(=O)CSc2nc3ccsc3c(=O)n2NC(=O)c2ccccc2)cc1,109,97,0,105,6,3,107,103
CC1(C)NC(=O)N(CC(=O)N2CCC(Cc3ccccc3)CC2)C1=O,96,98,2,97,1,7,96,94
O=C(NCCCN1CCOCC1)c1ccc2ccccc2c1,105,99,0,105,6,-8,104,104
O=C(NC1CCCCC1)C(c1ccncc1)N(C(=O)Cc1cccs1)c1ccccc1 (stereo not drawn),93,95,2,96,-4,7,96,92
O=C(Nc1cccc(C(F)(F)F)c1)c1cccc(NS(=O)(=O)c2ccc(Br)c(C(=O)O)c2)c1,96,97,0,104,-20,12,98,97
Cc1ccc(OS(=O)(=O)c2cn(C)c(=O)n(C)c2=O)cc1C,102,97,0,97,-15,4,100,108
Cc1ccc(-c2nc(SCC(=O)Nc3cc(C)on3)c3c(=O)n(C)c(=O)n(C)c3n2)cc1,95,92,1,92,-20,2,96,95
COc1ccc(Cl)cc1C(=O)Nc1ccccc1N1CCN(C)CC1,98,106,0,97,-1,29,102,99
CCC(=O)Nc1ccc2c(c1)ncn2-c1ccccc1,108,97,0,100,0,53*,101,100
CCOC(=O)c1ccc(NC(=O)COc2ccc(S(=O)(=O)N3CCCC3)cc2)cc1,98,91,2,90,7,13,93,92
CCn1c(SCC(=O)N/N=C/c2ccc(C)o2)nnc1-c1ccc(C(C)(C)C)cc1,105,96,0,105,5,13,99,109
O=C(COC(=O)C1CC(=O)N(Cc2ccco2)C1)Nc1ccc(F)cc1F (stereo not drawn),97,94,4,98,1,-10,97,97
COC(=O)Cn1c(N2CCCC2)nc2c1c(=O)n(C)c(=O)n2C,103,92,0,92,-22,2,96,99
O=C(c1cccc(S(=O)(=O)N2CCCC2)c1)N1CCCc2ccccc21,98,93,6,102,2,-9,92,103
CC1CCCC(C)N1C(=O)COC(=O)c1cccnc1Cl (stereo not drawn),95,92,0,99,10,-3,101,99
CC(=O)c1ccc(OC(C)C)c(CSC(=N)N)c1,102,93,0,107,-2,-2,94,102
Cc1c(/C=N/Nc2ccc(F)cc2)c(O)n(C)c(=O)c1C#N,140,84,0,108,9,-10,101,117
O=C(Nc1ccon1)c1cnc2sccn2c1=O,110,113,1,99,5,3,108,104
Cc1ccccc1C(=O)N1CCC(C(=O)Nc2ccccc2Cl)CC1,98,106,5,95,13,2,103,99
CCN(CCO)c1ccc(NC(=S)Nc2cccc(S(=O)(=O)N(C)C)c2)cc1,95,144,0,98,3,-2,102,96
Nc1nc(NCc2ccco2)nc(N2CCCC2)c1[N+](=O)[O-],nt,nt,0,111,-1,0,nt,99

Next section
canonical_smiles,CIT2 TOR yeast,LAP4-GFP MLPCN,GRK2 aptamer HTS,MEP2-GFP yeast,JMJD2C inh,VLA-4 inh,AGP1 TOR yeast,RPL19A TOR yeast
S=C1SCN(Cc2cccnc2)CN1Cc1ccccc1,95,96,5,114,-9,-15,99,105
Cc1cc(C)c(OCCN2CC(C)OC(C)C2)c(Br)c1 (stereo not drawn),103,105,4,101,4,4,103,100
Cc1nnc2n1N=C(c1ccc3c(c1)NC(=O)CO3)CS2,107,103,0,97,-5,27,107,100
O=C(NCc1ccco1)c1cccc(N2CCCC2=O)c1,101,107,0,100,-2,-1,nt,100
O/N=C/c1ccnc(SCc2ccccc2)n1,100,105,11,117,nt,1,102,110
COc1ccc2nc(NC(=O)C3CCN(S(=O)(=O)c4cccnc4)CC3)sc2c1,93,119,2,130,-9,-6,113,84
C/C(=N\NC(=O)c1ccccc1)c1nc2ccccc2n1C,103,108,2,109,-4,5,106,106
O=C(CN1CC(=O)Oc2ccccc21)OCC(=O)c1ccc(F)cc1,106,104,0,98,-1,1,104,99
CCOC(=O)CSc1nnc(CNC(=O)c2cccs2)n1-c1cccc(C)c1,108,101,0,112,nt,-8,101,100
O=C(c1ccc(C(=O)N2CCCc3ccccc32)s1)N1CCCc2ccccc21,67,171*,18,115,0,-4,103,84
N#CCCN(Cc1ccccc1)C(=O)Nc1ccc2c(c1)CCO2,102,120,2,103,-31,4,106,99
Cc1cc(C(=O)COC(=O)CN(C)S(=O)(=O)c2ccc(Cl)cc2)c(C)n1CC1CCCO1 (stereo not drawn),102,99,1,111,-5&3,2,99,98
CC1CN(C(=O)Nc2ccc(F)cc2)C2(CCCCCC2)O1 (stereo not drawn),101,93,0,103,3,9,102,100
C=CCn1c(C)cc(C(=O)COC(=O)C2CC(=O)N(CCc3ccc(OC)c(OC)c3)C2)c1C (stereo not drawn),97,97,0,103,20,-3,100,110
CCN1CCCC1CNS(=O)(=O)c1ccc(F)c(Cl)c1 (stereo not drawn),104,103,0,106,-2,31,101,102
CCC(C)(C)NC(=O)C(c1ccccn1)N(C(=O)c1csnn1)c1ccc(C)c(C)c1 (stereo not drawn),101,104,1,103,-1,-3,103,103
Cc1cccc(C(=O)NNC2=CC(=O)CC(C)(C)C2)c1O,98,102,2,104,-10,6,117,104
COc1cccc(-c2ccc(=O)n(CC(=O)NCCN3CCOCC3)n2)c1,104,99,0,106,2,-10,109,103
O=C(O)c1ccc(-n2cccn2)nc1,97,99,0,93,-11,4,99,100
Cc1nc(SC2CC(=O)N(c3ccccc3)C2=O)nc2c1CCCC2 (stereo not drawn),92,109,0,112,-10,-2,102,106
CC(C)CNC(=O)COC(=O)c1cncc(Br)c1,100,106,1,113,-1,0,101,101
CCN(C(=O)COC(=O)c1cc(S(=O)(=O)N(C)C)ccc1Cl)C1CCS(=O)(=O)C1 (stereo not drawn),96,125,1,99,2,1,115,106

One compound at a time (already shown).
Cc1nc(SC2CC(=O)N(c3ccccc3)C2=O)nc2c1CCCC2 (stereo not drawn) in the list: CIT2 TOR yeast: 92; LAP4-GFP MLPCN: 109; GRK2 aptamer HTS: 0; MEP2-GFP yeast: 112; JMJD2C inh: -10; VLA-4 inh: -2; AGP1 TOR yeast: 102; RPL19A TOR yeast: 106
COc1cccc(-c2ccc(=O)n(CC(=O)NCCN3CCOCC3)n2)c1 in the list: CIT2 TOR yeast: 104; LAP4-GFP MLPCN: 99; GRK2 aptamer HTS: 0; MEP2-GFP yeast: 106; JMJD2C inh: 2; VLA-4 inh: -10; AGP1 TOR yeast: 109; RPL19A TOR yeast: 103
